# DDE Tn6 FP inh: inhibitors of Tn6 peptide binding to fibrin DD(E), primary screen, biochemical, fluorescence polarization, human fibrin, Tn6 probe | actives 0.21% (n = 370,000) | Fibrin DD(E) TRITC-Tn6 fluorescence polarization displacement | Fibrinogen beta chain (Homo sapiens), P02675 | inhibition, % at 8.3 µM;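 active means inhibition above a per-campaign cutoff: mean of compounds within control limits plus 3 SD, cut at about 15% in these data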;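 further: 0% = median of all compound wells on the plate and 100% = blocking peptide control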
# NPR1 activator: GC-A stimulated cGMP production enhancers – HEK293 GC-A cells, cGMP TR-FRET, EC30 ANP, primary screen. Atrial natriuretic peptide receptor 1 (Homo sapiens), P16066. 0% at EC30 ANP, 100% saturating ANP. activation, % at 10 µM. actives 0.14% (n = 370,000); in the data active means activation above about 40%
# ARFGAP1 inh: inhibitors of rat ARFGAP1 GAP activity, primary screen, biochemical, fluorescence polarization, GDP tracer | Arfgap1-stimulated ARF1 GTP hydrolysis, GDP FP detection | actives 0.26% (n = 360,000) | inhibition, % at 16.5 µM | ADP-ribosylation factor GTPase-activating protein 1 (Rattus norvegicus), Q62848;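 active means inhibition above a per-plate limit, mean inhibition of low control wells plus 3 SD, cut at about 25% in these data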;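 further: 0% = DMSO wells with enzyme and 100% = wells lacking Arfgap1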
# Target sequence (Q62848 1-136 limits assumed): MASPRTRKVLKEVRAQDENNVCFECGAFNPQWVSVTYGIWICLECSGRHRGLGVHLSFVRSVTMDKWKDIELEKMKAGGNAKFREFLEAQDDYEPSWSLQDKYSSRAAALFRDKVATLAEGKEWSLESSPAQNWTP
#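 Assay system: purified rat His6-Arfgap1 residues 1-136 (GAP domain); Reagent: human Δ17 ARF1 bound to GTP; Dosing: 16.5 µM single point, 1.26% DMSO; Times: GTP hydrolysis reaction 2 h at 25 °C; Signal: FP, GDP Alexa 633 tracer displaced from anti-GDP antibody, 620/688 nm; Measure: % inhibition from polarization.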
# sPLA2-III inh: human group III sPLA2 inhibitors, primary screen, biochemical, QFRET, BODIPY PC-A2 liposome substrate; Group 3 secretory phospholipase A2 (Homo sapiens), Q9NZ20; QFRET BODIPY PC-A2 liposome hydrolysis, fluorescence; inhibition, % at 12.2 µM; actives 0.56% (n = 370,000);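 active means inhibition above mean plus 3 SD of compounds lying within the high and low control bounds, cut at about 19% in these data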;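 further: 0% = median of test compound wells and 100% = no enzyme DMSO wells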
# ADAM10 inh: human ADAM10 inhibitors, primary screen, biochemical, QFRET, HTS | Disintegrin and metalloproteinase domain-containing protein 10 (Homo sapiens), O14672 | recombinant ADAM10, EDANS/DABCYL FRET peptide cleavage, 3 h | inhibition, % at 7 µM | actives 0.62% (n = 370,000);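 active means inhibition above a per-campaign cutoff equal to the mean of compounds falling between control-based bounds plus 3 SD, cut at about 20% in these data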;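 further: 0% = DMSO wells while the 100% control is not disclosed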
# Target sequence (O14672 214-748 limits assumed): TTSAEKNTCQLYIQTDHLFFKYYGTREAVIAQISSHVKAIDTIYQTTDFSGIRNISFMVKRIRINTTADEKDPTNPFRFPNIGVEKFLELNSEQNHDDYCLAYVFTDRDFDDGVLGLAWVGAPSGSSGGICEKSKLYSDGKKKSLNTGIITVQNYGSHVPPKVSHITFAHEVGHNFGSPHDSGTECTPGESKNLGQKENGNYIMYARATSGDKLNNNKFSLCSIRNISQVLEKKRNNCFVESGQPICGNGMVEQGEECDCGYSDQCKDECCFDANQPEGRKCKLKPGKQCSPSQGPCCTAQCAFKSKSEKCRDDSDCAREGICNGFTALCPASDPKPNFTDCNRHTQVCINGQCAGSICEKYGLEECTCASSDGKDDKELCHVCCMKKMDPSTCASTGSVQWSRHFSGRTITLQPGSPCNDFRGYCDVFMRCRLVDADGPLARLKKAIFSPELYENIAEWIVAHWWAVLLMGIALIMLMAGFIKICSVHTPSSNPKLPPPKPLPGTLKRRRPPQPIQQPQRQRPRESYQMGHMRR
# KLK7 zymogen act: proKLK7 zymogen activators, primary screen, biochemical, fluorescence intensity. purified proKLK7, EDANS-DABCYL substrate fluorescence; 100% is mature enzyme control, 0% vehicle. activation, % at 7 µM. actives 0.9% (n = 370,000);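 active means activation above the mean of all tested compounds plus 3 SD, computed per campaign excluding outliers beyond control limits, cut at about 13% in these data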
# ASAP1 GAP inh: inhibitors of human ASAP1 ArfGAP activity, primary screen, biochemical, fluorescence polarization; Arf-GAP with SH3 domain, ANK repeat and PH domain-containing protein 1 (Homo sapiens), …; ASAP1-stimulated ARF1 GTP hydrolysis, GDP FP detection; inhibition, % at 16.5 µM; actives 0.19% (n = 360,000); AID 624377, 2012; in the data active means inhibition above about 25%;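 further: 0% = vehicle with enzyme and substrate and 100% = no enzyme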
# Target sequence (Q9ULH1 325-724 limits assumed): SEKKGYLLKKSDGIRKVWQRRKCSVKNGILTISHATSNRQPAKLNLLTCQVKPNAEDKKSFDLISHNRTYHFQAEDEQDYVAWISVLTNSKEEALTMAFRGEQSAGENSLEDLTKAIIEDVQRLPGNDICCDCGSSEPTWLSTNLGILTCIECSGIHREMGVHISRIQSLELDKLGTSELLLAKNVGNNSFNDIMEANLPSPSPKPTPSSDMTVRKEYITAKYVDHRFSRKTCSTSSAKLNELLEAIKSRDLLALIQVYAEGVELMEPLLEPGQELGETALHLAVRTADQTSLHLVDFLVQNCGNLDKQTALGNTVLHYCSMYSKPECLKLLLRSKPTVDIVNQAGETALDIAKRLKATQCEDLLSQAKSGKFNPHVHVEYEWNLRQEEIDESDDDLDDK
# rCAG RNA binder: binders of r(CAG) RNA repeats, primary screen, biochemical, fluorescence | actives 1.3% (n = 370,000) | inhibition, % at 3 µM | r(CAG) RNA repeat, TO-PRO-1 dye displacement fluorescence | AID 651821, 2012;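 active means inhibition above the plate cutoff, the mean of all test compounds on that plate plus 3 SD, cut at about 35% in these data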;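 further: 0% = DMSO alone and 100% = 100 µM mitoxantrone as full dye displacement; higher means more dye released from RNA so lower well fluorescence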
# FXN GAA850 act: FXN promoter activators, primary screen, cell-based, luciferase luminescence, HEK293 lucGAA850 | HEK293 lucGAA850 FXN promoter luciferase reporter, 24 h; percent of 10 µM SAHA response | activation, % at 6 µM | actives 0.56% (n = 360,000);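 active means activation above the average of all compounds screened plus 3 SD, cutoff fixed separately per campaign, cut at about 7.5% in these data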;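 further: 0% = DMSO wells and 100% = 10 µM SAHA wells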
# GC-B act: human GC-B receptor activators, primary screen, HEK293 GC-B cells, cGMP TR-FRET, EC30 CNP. Atrial natriuretic peptide receptor 2 (Homo sapiens), P20594. 0% at EC30 CNP, 100% saturating CNP. activation, % at 10 µM. actives 0.11% (n = 370,000);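 active means activation at 10 µM reaching about 35% in either raw or pattern-adjusted values, limit read from the data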
# Numbers without * were called inactive; . = not tested or not shown.
SMILES,DDE Tn6 FP inh,NPR1 activator,ARFGAP1 inh,sPLA2-III inh,ADAM10 inh,KLK7 zymogen act,ASAP1 GAP inh,rCAG RNA binder,FXN GAA850 act,GC-B act
Cc1ccccc1CN(CC1CCC(C(=O)O)CC1)C(=S)Nc1ccccc1F (stereo not given),3.0,2.1,3.5,0.7,-1.1,0.2,8.7,7.2,0.4,8.0
Cc1cc(NC(=O)OC(C)(C)C)c(-n2nnnc2C(C(=O)c2ccccc2)N2CCOCC2)cc1C (stereo not given),2.3,-6.1,-5.7,-3.0,-10.0,0.4,2.5,2.9,.,-3.6
Cc1cccn2c(=O)c(C=O)c(N3CCN(C)CC3)nc12,-2.9,2.7,-6.2,-1.7,-33.7,2.9,8.7,-5.0,2.5,3.9
CC(C)(C)c1ccc(-n2nc(C#N)c(Cl)cc2=O)cc1,-10.7,68.6*,5.7,4.1,-18.8,0.4,-7.1,-7.1,-8.3,74.5*
CC(=O)c1ccccc1NC(=O)C1CC(=O)N(c2ccc3c(c2)OCCO3)C1 (stereo not given),-0.2,-1.8,12.8,-0.3,-2.8,0.2,0.8,4.9,1.2,0.1
Cc1nnc(SCC(=O)Nc2cccc(Br)c2)s1,3.1,4.1,6.4,7.6,-9.5,-0.3,0.1,0.5,0.9,-4.6
O=C(COc1cc(F)ccc1[N+](=O)[O-])Nc1ccc(N2CCCCC2)cc1,0.5,0.9,7.5,-3.6,-1.2,0.5,0.6,-0.5,0.3,-4.9
CC(=O)Nc1ccc(NC(=O)CS(=O)(=O)c2cn(CC(=O)N3CCCCC3)c3ccccc23)cc1,5.9,1.0,7.4,-7.9,-15.7,0.3,12.0,10.9,-0.2,-16.1
COCCNC(=S)NNc1ccccc1[N+](=O)[O-],1.4,2.0,0.3,11.6,-9.1,-0.1,-14.2,9.2,3.4,6.9
COc1ccc(N=Cc2c(O)c3ccccc3n2C(C)=O)cc1,-4.6,-2.3,-2.2,3.0,-211.1,-15.4,-6.6,-2.2,2.2,-4.7
CSCC[C@H](NC(=O)[C@@H]1Cc2ccccc2CN1)C(=O)Nc1ccc2c(c1)OCCO2,3.2,0.9,12.2,-2.4,-3.1,-0.6,-0.8,-3.0,-9.0,3.4
CC(O)CNc1nc2c(c(=O)n(C)c(=O)n2C)n1Cc1cccc(C(F)(F)F)c1 (stereo not given),-4.5,8.9,6.8,2.9,-6.5,-0.3,-1.9,-7.7,1.0,21.6
Cc1nn(CC2CC2)c(=O)n1N(C)c1ncc(C(F)(F)F)cc1Cl,1.5,-0.5,3.6,-2.0,-0.3,-0.5,5.1,-9.3,-1.9,0.7
CCS(=O)(=O)N1CCCC(C(=O)NCc2ccccc2Cl)C1 (stereo not given),0.0,2.8,-8.0,2.1,1.4,-0.5,-1.6,-0.5,-2.7,0.8
Cc1cnc(C(=O)OCC(=O)NC2CCCC(C)C2C)cn1 (stereo not given),4.2,3.2,12.3,-2.8,5.5,-0.1,-14.3,2.5,1.3,2.7
COCC(=O)Nc1nc2n(n1)C(c1ccc(Cl)cc1)CC(c1ccc(OC)cc1)N2 (stereo not given),-2.6,1.6,-1.8,-2.9,-346.5,-5.7,-10.3,2.8,-1.6,-8.1
Cc1cc(C(=O)c2ccc3ccccc3c2)c(C)o1,-8.3,10.4,-10.5,-5.5,6.0,0.6,7.8,4.2,0.6,4.0
O=C1c2cccc3cc([N+](=O)[O-])cc(c23)C(=O)N1/N=C/c1ccc(O)cc1O,2.9,-34.9,-4.4,-3.1,-1.7,-2.3,3.0,2.2,-8.5,-10.3
O=C(CC1SC(=Nc2ccccc2)N(CCCCO)C1=O)NCc1ccccc1 (stereo not given),12.6,7.8,17.3,3.0,-9.0,0.6,0.0,2.2,-1.8,-2.8
CN(C)/C=C/C(=O)/C=C/c1ccc(Cl)cc1,3.1,0.2,3.4,9.5,-0.4,0.2,1.5,12.9,3.5,1.3
Fc1ccc(CNC(=S)Nc2ccc(Cl)cc2Cl)cc1,-1.8,8.9,14.0,13.3,3.9,-0.3,-10.8,2.6,1.6,1.1
CCCN(CCC(=O)Nc1cc(OC)cc(OC)c1)CC1CC1,-2.4,2.2,2.6,1.4,-9.1,-0.9,-5.0,-1.8,-1.8,2.7
COCc1nnc(NC(=O)CS(=O)(=O)c2ccc(C)cc2)s1,6.8,0.7,-6.6,0.5,-1.4,0.4,-1.4,2.4,-1.4,5.8
Cc1ccc(-c2c3c(nc4sc(C(N)=O)c(N)c24)CCCC3)o1,-5.3,3.0,8.9,14.7,-10.7,0.2,-9.8,9.7,4.7,-1.8
Cc1ccc(C(=O)NCC(C)(C)O)cc1,-0.5,1.3,-5.5,-0.2,0.5,-0.1,-4.7,-1.1,-1.1,1.6

# Single entries from the results shown:
# Result of `COCCNC(=S)NNc1ccccc1[N+](=O)[O-]` under sPLA2-III inh: 11.6
# Result of `Cc1ccc(C(=O)NCC(C)(C)O)cc1` under ADAM10 inh: 0.5
# Result of `CSCC[C@H](NC(=O)[C@@H]1Cc2ccccc2CN1)C(=O)Nc1ccc2c(c1)OCCO2` under NPR1 activator: 0.9

# Going on with the list:
SMILES,DDE Tn6 FP inh,NPR1 activator,ARFGAP1 inh,sPLA2-III inh,ADAM10 inh,KLK7 zymogen act,ASAP1 GAP inh,rCAG RNA binder,FXN GAA850 act,GC-B act
COC(=O)CCCCCCCCC(O)C[N+]1(C)CCOCC1 (stereo not given),5.0,2.6,-4.9,-1.0,-0.6,0.3,-3.1,-3.7,-0.6,-1.2
COc1ccc(C)cc1NC(=O)C(Sc1nnc2ccccn12)c1ccccc1 (stereo not given),1.6,-6.2,8.5,-6.0,5.6,-0.3,8.9,-2.5,-1.4,0.9
CCOc1ccc(C(=O)N2CCN(c3cccc(C)c3C)CC2)cc1,5.2,0.0,-2.3,-2.9,8.4,-0.5,6.4,-4.7,0.1,7.0
CCc1ccccc1NC(=O)CNCC(=O)Nc1ccccc1CC,-6.0,-4.3,3.8,1.9,-4.8,-0.3,5.0,-7.5,0.3,1.6
CCNC(=O)C1CC(=O)N(Cc2ccc3c(c2)OCO3)C(=Nc2ccc(F)cc2)S1 (stereo not given),4.3,-1.6,-0.7,-0.7,3.0,-0.4,-3.2,-2.0,-0.2,2.2
CCN(CC1CCCN(CCc2cccc(OC)c2)C1)C(=O)c1ccc(COC)o1 (stereo not given),0.6,-1.3,0.1,5.6,-0.5,-0.6,-6.1,-9.6,-1.8,7.8
O=[N+]([O-])c1ccc(COc2ccc(CN3CCCCC3)cc2)cc1,7.2,-0.1,4.6,-5.5,-2.7,0.9,6.1,1.1,2.5,2.4
CN(C)[C@@H]1CCN(c2ccc3c(c2)OCCCN(C2CC2)S3(=O)=O)C1,-3.7,1.4,.,-0.9,-8.2,-0.8,.,2.1,.,2.8
Cc1nc2nc(-c3ccccc3)[nH]n2c(=O)c1C,-3.5,0.7,-3.7,5.4,-7.2,-0.4,4.3,-1.1,3.2,-1.9
COCCn1c(SCc2cc(C(C)=O)ccc2OC)nc2cc(Cl)ccc2c1=O,-6.2,4.9,3.2,-2.8,-1.6,0.2,6.0,41.6*,-2.5,6.8
O=C(Nc1c2c(nn1-c1ccc(F)cc1)CS(=O)(=O)C2)C12CC3CC(CC(C3)C1)C2,-4.2,-0.8,0.8,0.8,0.9,0.4,-7.0,-3.0,6.9,1.0
Cn1c(=O)[nH]c(=O)c2c1nc(N1CCNCC1)n2Cc1ccccc1,6.4,-2.0,1.0,-0.5,-9.1,0.1,-2.5,5.1,0.1,-3.2
COC(=O)C1=C(C)N(Cc2ccccc2)C(=NCCCOC(C)C)N[C@H]1c1ccccc1,-2.8,-13.5,-10.9,2.0,-16.9,0.5,-6.9,-3.1,-6.7,-18.0
C=C(C)C1CC=C(C)/C(=N/NC(=O)COc2cccc3ccccc23)C1 (stereo not given),-0.5,-1.9,16.7,2.1,-2.5,0.0,1.3,0.5,1.6,0.4
CCN(CC)C(=O)c1ccc(-c2cccs2)s1,3.3,2.6,13.0,-0.3,-70.0,-0.1,3.8,-4.8,6.5,-0.5
Clc1ccc(CNCc2cccs2)c(Cl)c1,1.5,0.1,-1.2,-0.2,-3.9,-0.8,-0.4,-4.1,-1.4,-5.2
Cc1ccccc1N(CC(=O)Nc1ccc(F)cc1)S(C)(=O)=O,-0.1,-0.4,-0.1,-2.7,1.2,-0.4,-7.5,0.4,1.3,3.1
COc1ccccc1NC(=O)CN1CCN(CC(=O)Nc2ccc(F)cc2F)CC1,-4.8,3.0,5.5,2.6,-1.8,-0.5,8.6,-7.9,2.9,1.6
C#CCN(C[C@@H]1[C@@H](OC(=O)NCC2CCCCC2)[C@@H](OC(=O)NCC2CCCCC2)Cn2c(=O)n(CCCCCC)c(=O)n21)S(=O)(=O)c1ccc(C)cc1,3.9,2.0,6.2,-5.7,-2.4,0.1,-1.3,3.2,0.7,-0.4
N#Cc1ccc(-c2cccnc2)nc1SCC(N)=O,6.7,0.8,1.8,-2.8,-146.9,0.4,0.3,-2.0,0.1,-2.6
CCOc1ccc2nc(NC(=O)NC3CCCCC3)sc2c1,-3.1,8.1,2.7,1.8,1.0,-0.1,7.0,-0.2,0.6,-2.0
Cc1ccccc1C(=O)NC(=S)NC1CCS(=O)(=O)C1 (stereo not given),4.0,2.2,6.2,3.2,1.4,-0.2,4.3,-0.5,1.5,-2.0
Cc1ccc(C(c2nnnn2CC2CCCO2)N2CCN(Cc3ccccc3)CC2)cc1 (stereo not given),0.0,-3.5,-4.1,2.5,-4.5,-0.2,-14.0,-6.5,1.1,-2.9
O=C(C1CCN(c2nc(-c3ccccc3)nc3c2CCC3)CC1)N1CCC(O)CC1,-7.7,1.7,3.9,5.7,-7.1,-0.1,-15.4,-6.1,5.7,0.9
O=C(N/N=C1\CCc2ccccc21)c1ccccc1O,3.3,1.3,8.6,-5.0,-0.5,0.2,-5.5,-0.6,0.2,0.6

# Two of these compounds, reformatted:
canonical_smiles	DDE Tn6 FP inh	NPR1 activator	ARFGAP1 inh	sPLA2-III inh	ADAM10 inh	KLK7 zymogen act	ASAP1 GAP inh	rCAG RNA binder	FXN GAA850 act	GC-B act
Cc1ccc(C(=O)NCC(C)(C)O)cc1	-0.5	1.3	-5.5	-0.2	0.5	-0.1	-4.7	-1.1	-1.1	1.6
COCc1nnc(NC(=O)CS(=O)(=O)c2ccc(C)cc2)s1	6.8	0.7	-6.6	0.5	-1.4	0.4	-1.4	2.4	-1.4	5.8
